PriA SSB inh = K. pneumoniae PriA-SSBct interaction inhibition. AlphaScreen SSBct-PriA binding, biotinylated peptide. inhibition, % at 33 µM. 0.6% of 430,000 active; in the data active = inhibition mostly above about 37%, no sharp cut-off; inactive = mostly below about 20%;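 also: plate controls were negative control peptide for no effect and reference peptide for full effect; strong numbers were not always called active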
BoNT A protease = blocks Botulinum neurotoxin A light chain protease. multiplex microsphere protease substrate cleavage, flow cytometry. inhibition, % at 10 µM. 0.17% of 360,000 active. AID 588499; also: plate controls were buffer without enzyme for full effect and enzyme alone for no effect
VHR inh abs = inhibitors of human VHR1 phosphatase (DUSP3). P51452. recombinant VHR phosphatase, pNPP absorbance. inhibition, % at 13.3 µM. 0.52% of 290,000 active. AID 1654; in the data active = inhibition above about 50%; also: some compounds called inactive have numbers as strong as hits
Target sequence (P51452 whole entry, looked up): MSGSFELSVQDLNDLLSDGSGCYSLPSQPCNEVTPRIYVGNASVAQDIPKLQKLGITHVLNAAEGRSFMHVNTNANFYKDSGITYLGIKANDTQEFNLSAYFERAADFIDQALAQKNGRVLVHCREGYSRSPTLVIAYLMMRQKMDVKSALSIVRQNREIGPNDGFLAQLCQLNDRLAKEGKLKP
CCHFV vOTU inh = blocks the CCHF virus ovarian tumor domain protease. CCHFV vOTU protease, Pep-AMC fluorescence. inhibition, % at 11.5 µM. 0.55% of 370,000 active. AID 651958; in the data active = inhibition above about 30%; also: 0% = vehicle wells with enzyme and 100% = no enzyme wells
3CLpro inhibitor = SARS-CoV 3CLpro protease inhibition; 0.14% of 290,000 active; P0C6X7; inhibition, % at 6 µM; recombinant SARS-CoV 3CLpro, quenched FRET peptide cleavage; in the data active = inhibition above about 12%
PfHsp40 rescue = rescue of PfHsp40-mediated yeast toxicity. S. cerevisiae expressing PfHsp40, growth rescue, ATP luminescence. growth rescue, % at 12.5 µM. 0.68% of 340,000 active. AID 504582; in the data active = growth rescue above about 28%, passing the limit was not always enough; inconclusive = no clear call, values can overlap the other calls;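 also: yeast W303a lacking pdr1 and pdr3 grown in galactose medium; growth measured after three days at 30 °C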
Y pestis TopoI = blocks Yersinia pestis topoisomerase I activity; Y. pestis Topo-I cleavage product accumulation, plate reader; AID 504884; 0.064% of 360,000 active; activity, % at 10 µM; in the data active = activity above about 50%, passing the limit was not always enough; inconclusive = no clear call, values can overlap the other calls; also: inactives centre near 2
BH1578 lux ind = quorum light induction in luxS cqsA deficient V. cholerae. V. cholerae BH1578 lux reporter, luminescence, 6 h. activation, % at 18.7 µM. 0.16% of 350,000 active. AID 588436; in the data active = activation mostly above about 9.7%, no sharp cut-off; inconclusive = no clear call, values can overlap the other calls; inactive = mostly below about 3.7%; also: not every result past the cut was called active; inactives centre near 0; reference of the scale not given here
Anthrax LF inh2 = anthrax lethal factor protease inhibition. inhibition, % at 10 µM. 0.12% of 360,000 active. AID 588501. multiplex microsphere protease cleavage assay, LF; also: plate controls were buffer without enzyme for full effect and enzyme alone for no effect
Target sequence (P15917 whole entry, looked up): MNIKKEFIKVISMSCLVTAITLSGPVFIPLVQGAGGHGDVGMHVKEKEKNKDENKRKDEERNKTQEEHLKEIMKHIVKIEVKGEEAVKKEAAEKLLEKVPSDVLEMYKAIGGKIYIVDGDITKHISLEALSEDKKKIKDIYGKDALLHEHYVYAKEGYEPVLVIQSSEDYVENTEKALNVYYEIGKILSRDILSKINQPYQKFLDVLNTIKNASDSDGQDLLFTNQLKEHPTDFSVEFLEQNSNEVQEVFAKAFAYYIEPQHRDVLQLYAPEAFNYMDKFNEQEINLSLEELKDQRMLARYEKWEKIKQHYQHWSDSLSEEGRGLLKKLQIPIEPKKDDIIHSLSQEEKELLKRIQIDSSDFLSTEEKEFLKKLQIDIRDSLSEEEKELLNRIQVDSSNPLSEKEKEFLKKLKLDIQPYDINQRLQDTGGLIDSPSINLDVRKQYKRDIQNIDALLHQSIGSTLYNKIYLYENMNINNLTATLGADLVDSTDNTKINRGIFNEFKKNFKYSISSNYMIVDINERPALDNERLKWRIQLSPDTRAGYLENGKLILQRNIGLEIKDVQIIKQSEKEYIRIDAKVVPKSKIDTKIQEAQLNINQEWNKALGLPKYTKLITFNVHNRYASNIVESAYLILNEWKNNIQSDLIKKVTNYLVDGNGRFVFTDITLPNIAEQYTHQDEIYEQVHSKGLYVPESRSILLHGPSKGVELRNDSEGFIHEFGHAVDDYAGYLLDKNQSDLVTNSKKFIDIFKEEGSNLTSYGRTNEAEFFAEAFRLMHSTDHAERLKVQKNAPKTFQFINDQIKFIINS
TcdB GH inh = blocks C. difficile toxin B glycohydrolase activity; inhibition, % at 9.99 µM; TcdB glycohydrolase enzymatic assay, plate reader; 0.24% of 350,000 active; in the data active = inhibition above about 10%
* = called active by the depositor; i = inactive; ? = inconclusive; / = no result given. Rule as the data show it, unless noted: active = inhibition above about 30%; inconclusive = no clear call, values can overlap the other calls; inactive = below that.

Below each SMILES: PriA SSB inh	BoNT A protease	VHR inh abs	CCHFV vOTU inh	3CLpro inhibitor	PfHsp40 rescue	Y pestis TopoI	BH1578 lux ind	Anthrax LF inh2	TcdB GH inh
(1) O=C(Nc1ccc(N2CCOCC2)nc1)c1ccc(C(F)(F)F)cc1
    2	-0.5	13	-12	6	?	2	-0.5	-6	0.1
(2) O=C(Oc1ccc(-c2nnco2)cc1)c1ccco1
    -14	1.3	/	4	/	-4.4	5	4.0	-2	1.2
(3) Cc1cc(C)cc(OCCn2ccnc2)c1
    -10	-0.2	21	-7	1	-0.8	0	0.6	-11	-0.1
(4) CCOC(=O)Cn1cnc2c(nnn2-c2ccccc2)c1=O
    -4	-0.1	45	/	-3	-0.5	0	-0.3	3	/
(5) COC(=O)c1[nH]c2cccc(C)c2c1NC(=O)CN1CCN(C(=O)c2ccco2)CC1
    -2	0.6	12	4	1	-2.0	-3	0.5	-5	/
(6) Cc1ccc(OCC(=O)Nc2ccc(N(C)C)cc2)cc1
    27	0.4	14	5	-4	-0.7	-16	2.8	-4	/
(7) CCCc1c(C(=O)N/N=C(/C)c2ccncc2)nnn1-c1nonc1N
    /	-2.7	20	23	-2	-0.1	0	i	-12	0.2
(8) CCN(CC)Cc1c(C(=O)N/N=C/c2ccccn2)nnn1-c1nonc1N
    /	-0.1	-9	4	-7	-0.3	1	-0.2	2	0.9
(9) COc1cc(OC)cc(-c2nnc(NC(=O)CCS(=O)(=O)c3ccc(C)cc3)o2)c1
    1	?	/	-4	/	0.7	2	i	?	-0.5
(10) O=C(C1CC(=O)N(c2ccc(Cl)cc2)C1)N1CCCCCC1 (stereo unspecified)
    1	-0.6	5	-7	5	0.0	-2	-0.3	13	1.2

(cont.)
Below each SMILES: PriA SSB inh	BoNT A protease	VHR inh abs	CCHFV vOTU inh	3CLpro inhibitor	PfHsp40 rescue	Y pestis TopoI	BH1578 lux ind	Anthrax LF inh2	TcdB GH inh
(11) CC(=O)Cn1c2ccccc2n2nc(CCC(=O)O)c(=O)nc12
    0	0.1	12	-5	2	-0.3	4	-0.3	-2	0.7
(12) CCn1ccc(C(=O)Nc2ccc(Cl)cn2)n1
    -18	-0.2	0	4	-3	-0.1	5	-0.5	-3	-0.1
(13) CNC(=O)CSc1nnc(-c2ccco2)n1-c1cccc(OC)c1
    7	0.5	19	-13	0	-1.8	-5	i	-3	1.0
(14) CC1Cc2ccccc2N1C(=O)c1cnc2sccn2c1=O (stereo unspecified)
    -3	-0.1	7	7	1	-1.6	4	-1.5	2	-0.3
(15) O=C(COc1ccc(S(=O)(=O)N2CCOCC2)cc1)Nc1ccc(Cl)c(C(F)(F)F)c1
    -21	-0.6	15	25	-1	1.7	-5	i	0	-0.2
(16) CC(=O)Nc1cccc(C(=O)NNC(=O)c2ccc(-n3cnnn3)cc2)c1
    -8	-0.7	/	-4	/	1.0	1	i	-11	0.3
(17) CN(CCNC(=O)C1CC(=O)N(C2CCCC2)C1)Cc1ccccc1 (stereo unspecified)
    -11	-1.1	/	-2	-1	5.1	0	-0.2	-6	0.9
(18) COc1cccc(N=C2SC(C(=O)Nc3ccccc3F)CC(=O)N2C)c1 (stereo unspecified)
    5	-1.5	8	6	0	0.7	16	i	-3	/
(19) C=CCOc1ccc(/C=C/C(=O)OCC(=O)NCCC2=CCCCC2)cc1
    -2	0.3	15	1	-4	-1.4	21	5.1	-3	-1.7
(20) Cc1nc2cc(NC(=O)NC3CC3)ccc2n1C
    18	-0.7	-11	2	-3	-1.2	0	-0.9	-3	1.6

Following part.
Below each SMILES: PriA SSB inh	BoNT A protease	VHR inh abs	CCHFV vOTU inh	3CLpro inhibitor	PfHsp40 rescue	Y pestis TopoI	BH1578 lux ind	Anthrax LF inh2	TcdB GH inh
(21) CC(C)C(OC(=O)CN1C(=O)COc2ccccc21)C(=O)NC1CCCC1 (stereo unspecified)
    -12	?	4	3	2	1.3	1	-0.2	2	/
(22) O=C(NCc1cccnc1)c1cc(C2CCCCN2C(=O)CCCc2ccccc2)on1 (stereo unspecified)
    /	0.0	/	-12	/	/	30	-0.7	-6	-0.5
(23) Cc1ccsc1/C=N/NC(=O)CNC(=O)c1ccc(S(=O)(=O)N(C)C)cc1
    /	0.0	10	9	-1	-0.6	-7	-0.3	-3	1.8
(24) CCCNC(=O)c1ccc(C)c(NC(=O)C2=C(C)OCCS2)c1
    -3	-3.6	-3	-10	4	-0.6	7	i	4	-1.4
(25) O=C(NCCc1ccccc1)C1CCC(Cn2c(=O)c3ccccc3n(Cc3cccc(Cl)c3)c2=O)CC1 (stereo unspecified)
    -3	-1.1	/	7	/	0.8	10	2.0	-10	0.6
(26) CC1CCCC(NC(=O)c2ccc3c(c2)OCCO3)C1C (stereo unspecified)
    -7	0.5	/	2	/	1.8	1	i	2	1.0
(27) O=C(OCc1ccccc1)C1CCCN1C(=O)c1cccs1 (stereo unspecified)
    -18	0.2	16	10	-1	0.0	0	i	-1	/
(28) CCCCCCCCN1C(=O)[C@H](CC(=O)N2CCN(C(=O)OCC)CC2)C[C@@]2(C(=O)OCC)CCCC=C12
    /	0.7	/	15	/	/	/	/	3	-5.3
(29) CCNc1nc(NCC)n2c(SCC(=O)Nc3ccc(C)c(C)c3)nnc2n1
    0	16	/	-6	/	5.1	12	i	1	-0.4
(30) COc1ccccc1NC(=O)c1cccc(S(=O)(=O)N2CCN(c3ccccc3)CC2)c1
    -1	-1.0	/	18	/	2.4	35	i	1	0.3

(list continues)
Below each SMILES: PriA SSB inh	BoNT A protease	VHR inh abs	CCHFV vOTU inh	3CLpro inhibitor	PfHsp40 rescue	Y pestis TopoI	BH1578 lux ind	Anthrax LF inh2	TcdB GH inh
(31) CCN(CC)CCOC(=O)c1c(C)oc2ccc(O)cc12
    -8	-0.7	-1	5	-8	-0.5	6	i	0	/
(32) Cc1ccc(NC(=O)COc2ccc(-n3cnnn3)cc2)cc1C
    2	-0.9	22	14	-2	-0.1	-5	0.5	1	/
(33) O=C(c1ccccc1F)N1CCc2ccccc21
    -23	-0.1	10	10	-5	-2.4	0	-2.6	1	/
(34) COc1ccccc1/C=N/NC(=O)C(C)Cn1cnc2ccccc21 (stereo unspecified)
    /	-0.4	34	2	-2	-0.5	-2	i	-2	-4.2
(35) Cc1nnc(Nc2ccc(S(N)(=O)=O)cc2)c2ccccc12
    3	0.7	6	1	-4	2.0	-2	i	-6	-1.3
(36) CCOC(=O)C1=C(COC(=O)Cc2ccccc2F)NC(=O)NC1C (stereo unspecified)
    -7	0.1	/	-12	/	0.0	4	0.9	1	-0.1
(37) O=C(O)COCC(=O)NCc1nc(-c2ccc(C(F)(F)F)cc2)no1
    -4	0.4	8	6	-4	-0.1	1	-0.2	2	3.0
(38) C=CCn1c(=O)n(C)c2c(=O)n(C)c(=O)n(C)c21
    -12	-0.3	/	-9	/	2.7	-5	i	-8	-0.5
(39) O=C(Nc1ccnn1C1CCNCC1)c1ccc2c(c1)OCO2
    -8	-0.3	/	11	/	-0.6	10	-0.8	1	4.0
(40) CC1=C(C(=O)OCc2ccccc2)C(c2ccc(C)o2)C2=C(CCCC2=O)N1 (stereo unspecified)
    3	-0.4	-12	-4	-4	-1.3	7	2.5	-2	/

(further entries)
Below each SMILES: PriA SSB inh	BoNT A protease	VHR inh abs	CCHFV vOTU inh	3CLpro inhibitor	PfHsp40 rescue	Y pestis TopoI	BH1578 lux ind	Anthrax LF inh2	TcdB GH inh
(41) O=C(CSc1nc2nc[nH]c2c(=O)[nH]1)NC1CCCCC1
    -6	-0.9	9	15	-3	-0.2	-2	-0.5	-4	/
(42) Cc1cc(NC(=O)c2ccc(NC(=O)C(C)Oc3ccccc3)cc2)no1 (stereo unspecified)
    -5	1.0	-5	4	-4	-0.6	-7	-1.8	2	/
(43) CC1CC=CCC1(CO)CO (stereo unspecified)
    -19	0.4	/	6	/	-1.0	-3	i	-9	0.5
(44) CN(CC(=O)Nc1ccccc1Cl)C1CCS(=O)(=O)C1 (stereo unspecified)
    0	4.0	/	-2	/	1.7	-1	i	3	2.4
(45) Cc1nc(C(=O)Nc2cccc(Cl)c2)nn1-c1cc(OC(C)C)c(Cl)cc1Cl
    1	?	6	13	0	2.9	-5	i	0	-11
(46) CN(C)[C@@H](CO)c1nnc([C@H](CC(=O)O)NC(=O)C2CCNCC2)o1
    5	-0.8	18	6	-3	-2.5	7	-0.5	-3	-1.4
(47) COc1ccccc1CNC(=O)Cn1ccsc1=N
    -8	0.3	32	-1	1	-1.6	1	2.5	-2	1.8
(48) O=C(c1ccccn1)N1CCN(C(=O)c2ccccn2)CC1
    -13	-0.5	8	-3	4	0.5	2	-2.0	0	/
(49) COc1cccc(/C=C2\Oc3ccc(O)cc3C2=O)c1O
    -5	-2.3	11	29	4	0.0	-1	0.8	4	-3.1
(50) Cc1cccc(CC2CC(=O)N(CCc3ccc4c(c3)OCO4)C2=O)c1 (stereo unspecified)
    -19	-0.7	10	1	2	-0.7	4	-0.2	-5	-3.2

Other results
Below each SMILES: PriA SSB inh	BoNT A protease	VHR inh abs	CCHFV vOTU inh	3CLpro inhibitor	PfHsp40 rescue	Y pestis TopoI	BH1578 lux ind	Anthrax LF inh2	TcdB GH inh
(51) CCOC(=O)C1(Cc2cccc(F)c2)CCN(C(=O)C2CCOCC2)CC1
    -20	0.3	35	11	-1	-0.1	8	-0.3	0	0.2
(52) O=C(Cn1cc2c(n1)CCCCC2)Nc1c(F)c(F)cc(F)c1F
    -18	0.4	38	5	-2	-1.4	6	-0.4	-2	0.3
(53) CC1([N+](=O)[O-])COP(=O)(NCc2cccnc2)OC1 (stereo unspecified)
    -4	-0.5	/	8	/	-1.3	3	0.0	-3	0.7
(54) CCOCCCNC(=O)c1ccc(OC)c(OC2CCN(C(C)C)CC2)c1
    -10	-3.5	32	-11	7	-0.4	6	i	0	0.1
(55) OCC[C@H]1C[C@H](O)[C@@H](O)[C@]2(CCCc3ccccc3O2)O1
    -4	-0.6	/	26	/	-1.2	-12	-0.3	-3	-11
(56) Nc1c(N(CCO)C(=O)COc2ccc(Cl)cc2)c(=O)[nH]c(=O)n1Cc1ccccc1
    -6	0.4	-1	-10	1	1.0	-1	i	1	1.6
(57) Cc1cc(Br)ccc1NC(=O)CN1C(=O)C2CC=CCC2C1=O (stereo unspecified)
    -9	0.1	/	-2	/	-0.2	-7	-0.8	2	0.9
(58) Cc1cccc(N2C(=O)C(O)=C(C(=O)c3cccs3)C2c2ccc(Cl)cc2)n1 (stereo unspecified)
    8	-0.6	1	1	6	0.3	-7	-0.4	2	-2.0
(59) CC(=O)Nc1ccc(S(=O)(=O)NNC(=O)c2ccc3c(c2)OCO3)cc1
    4	2.9	10	-6	2	0.0	-3	-1.6	5	0.7

2 of the compounds above, tab-delimited:
entry	compound	PriA SSB inh	BoNT A protease	VHR inh abs	CCHFV vOTU inh	3CLpro inhibitor	PfHsp40 rescue	Y pestis TopoI	BH1578 lux ind	Anthrax LF inh2	TcdB GH inh
45	Cc1nc(C(=O)Nc2cccc(Cl)c2)nn1-c1cc(OC(C)C)c(Cl)cc1Cl	1	?	6	13	0	2.9	-5	i	0	-11
46	CN(C)[C@@H](CO)c1nnc([C@H](CC(=O)O)NC(=O)C2CCNCC2)o1	5	-0.8	18	6	-3	-2.5	7	-0.5	-3	-1.4

Only part of the results is shown. The share of hits here may be higher or lower than overall.
